# M5 antag – blocks acetylcholine activation of human M5 receptor; P08912; CHO-hM5 cells, Fluo-8 calcium fluorescence, ACh EC80; inhibition, % at 3 µM; 0.59% of 360,000 active; AID 624040;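 active means inhibition above a per-plate cutoff, the mean of that plate's test compounds plus 3 SD, cut at about 27% in these data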;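 further: 0% = acetylcholine EC80 with DMSO and 100% = DMSO without agonist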
# CHRM5 agonist – CHRM5 agonism in calcium assay; AID 624037; 0.19% of 360,000 active; activation, % at 3 µM; P08912; CHO-K1 hM5 cells, Fluo-8 calcium fluorescence; 0% DMSO wells, 100% maximal acetylcholine response;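 active means activation above the run's mean over test compounds plus 3 SD, cut at about 23% in these data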;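 further: signal is peak over basal fluorescence ratio across the kinetic read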
# M5 PAM – potentiates acetylcholine response at human M5 receptor; P08912; CHO-K1 hM5, Fluo-8 calcium, ACh EC20 PAM; 0% = ACh EC20, 100% = ACh EC100; activation, % at 3 µM; 0.3% of 360,000 active;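 active means activation above the run cutoff, the mean activation of all test compounds plus 3 SD, cut at about 18% in these data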
#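 System: CHO-K1 hM5 cells. Reagent: acetylcholine, EC20 level. Compound dosing: single dose, 3 µM nominal final test concentration. Timing: Post-acetylcholine fluorescence recording 140 s. Detection: Fluo-8 calcium fluorescence. Read-out: % activation, ACh-normalized. Benchmarks: ACh EC20 and EC100 wells. Repeats: singlicate, one well per test compound.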
# CHRM4 PAM – potentiates acetylcholine response at human M4 receptor; activation, % at 3 µM; CHO-K1 hM4/Gqi5, Fluo-8 calcium fluorescence, ACh EC20; 0% = ACh EC20, 100% = maximal ACh; 0.4% of 360,000 active; AID 624126;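 active means activation above its plate's cutoff, the mean activation of sample wells plus 3 SD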; further: some results filed as inactive read as strong as hits
# Target sequence (P08173 whole entry, looked up): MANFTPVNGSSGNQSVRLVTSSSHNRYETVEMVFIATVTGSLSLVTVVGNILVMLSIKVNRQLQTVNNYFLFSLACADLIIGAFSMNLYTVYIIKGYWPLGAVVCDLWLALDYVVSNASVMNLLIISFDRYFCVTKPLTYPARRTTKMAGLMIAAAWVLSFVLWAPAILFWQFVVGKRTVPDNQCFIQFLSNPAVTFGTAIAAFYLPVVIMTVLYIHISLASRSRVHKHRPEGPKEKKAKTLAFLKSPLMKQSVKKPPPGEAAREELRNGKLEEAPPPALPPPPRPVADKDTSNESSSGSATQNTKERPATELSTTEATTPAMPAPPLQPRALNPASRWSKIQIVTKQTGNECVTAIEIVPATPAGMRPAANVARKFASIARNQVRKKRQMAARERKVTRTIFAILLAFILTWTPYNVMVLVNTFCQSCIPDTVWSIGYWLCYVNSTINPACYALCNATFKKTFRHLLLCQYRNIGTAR
# CHRM1 antagonist – human CHRM1 antagonism | P11229 | CHO-K1 hM1, Fluo-8 calcium fluorescence, ACh EC80 antagonist | inhibition, % at 3 µM | 1.3% of 360,000 active | AID 588852;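 active means percent inhibition above its own plate's cutoff, namely the mean of that plate's compound wells plus 3 SD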;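 further: peak over basal fluorescence ratio during 140 s after agonist addition; 0% = ACh EC80 plus DMSO and 100% = DMSO alone without agonist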
# Target sequence (P11229 whole entry, looked up): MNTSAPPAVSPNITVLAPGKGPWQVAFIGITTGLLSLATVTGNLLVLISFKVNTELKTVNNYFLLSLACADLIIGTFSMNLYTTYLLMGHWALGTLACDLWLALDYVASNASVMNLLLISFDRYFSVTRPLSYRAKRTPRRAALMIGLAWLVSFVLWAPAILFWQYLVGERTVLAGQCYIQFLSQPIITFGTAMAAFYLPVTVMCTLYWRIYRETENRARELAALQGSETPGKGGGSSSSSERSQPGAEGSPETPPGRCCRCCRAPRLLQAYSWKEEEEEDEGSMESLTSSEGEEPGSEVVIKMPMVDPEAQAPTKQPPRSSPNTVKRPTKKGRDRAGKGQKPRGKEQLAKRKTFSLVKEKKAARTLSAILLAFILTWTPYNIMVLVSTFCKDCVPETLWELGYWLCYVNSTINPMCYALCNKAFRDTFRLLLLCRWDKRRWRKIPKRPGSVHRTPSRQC
# CRFBP-R2 agonist – CRF-BP/CRF-R2 complex agonism; AID 588473; 0.46% of 350,000 active; activation, % at 13.2 µM; HEK293 CRF-R2/CRF-BP, calcium dye fluorescence (FLIPR); percent of saturating CRF peptide response;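 active means activation of at least 50%, plus an integration ratio under a set limit after plate pattern correction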;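 further: plate controls were neutral control wells without compound for no effect and CRF at EC100 for full effect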
# CHRM4 agonist – agonists of human muscarinic M4 receptor (CHRM4). 0.14% of 360,000 active. activation, % at 3 µM. CHO-K1 hM4/Gqi5, Fluo-8 calcium fluorescence; vehicle 0%, full acetylcholine response 100%. P08173. AID 624127;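 active means activation above the run mean over all test wells plus 3 SD, cut at about 32% in these data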;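 further: peak over basal fluorescence ratio per well then scaled between controls; 0% = DMSO wells and 100% = acetylcholine at EC100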
# M4 antag – CHRM4 antagonism in calcium assay | P08173 | CHO-hM4 cells, ACh EC80, Fluo-8 calcium fluorescence | 0.73% of 360,000 active | inhibition, % at 3 µM | AID 624125;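 active means inhibition above its plate's cutoff, the mean inhibition of sample wells plus 3 SD, cut at about 27% in these data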;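 further: 0% = acetylcholine EC80 with DMSO and 100% = DMSO without agonist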
# CHRM1 PAM – potentiates human M1 receptor response to acetylcholine. P11229. CHO-K1 hM1, Fluo-8 calcium fluorescence, ACh EC20; 0% = ACh EC20, 100% = maximal ACh. activation, % at 3 µM. 0.088% of 360,000 active. AID 588819; in the data active means activation above about 19%, passing the limit was not always enough
# Numbers without * were called inactive; · = no result given. Hits appear at their usual frequency; about 2.8% have a hit in one of these screens.
SMILES,M5 antag,CHRM5 agonist,M5 PAM,CHRM4 PAM,CHRM1 antagonist,CRFBP-R2 agonist,CHRM4 agonist,M4 antag,CHRM1 PAM
Cc1nc(SCC(N)=O)c(C#N)c(C)c1C,4,0,6,2,-8,-3.6,1,-4,21
O=C1NC2=C(CCc3ccccc32)C(c2ccccc2)N1 (stereo not drawn),-8,-1,9,10,-8,0.1,0,8,9
Cc1ccc(SCC(=O)O/N=C(\N)c2cccnc2)cc1,-2,1,3,9,-5,-15,1,-8,3
COc1ccc(C(=O)Cn2c(Cl)nc3c2c(=O)n(C)c(=O)n3C)cc1,1,7,-2,-8,6,-0.7,6,0,-4
Cc1cnc(NC(=O)COc2ccccc2Cl)s1,8,0,-3,3,-3,-1.2,0,5,7
COc1ccc(N(C)S(=O)(=O)c2cccc(C(=O)N3CCN(c4ccccc4)CC3)c2)cc1,11,0,-14,-10,11,1.4,14,-9,-6
Cc1ccc(CN2CCN(/N=C/c3ccc(C)s3)CC2)c(C)c1,-8,-2,-1,4,-8,-0.5,-2,-7,-2
Cc1ccccc1C(=O)Nc1ccc(-c2nc3ccc(C(=O)c4ccccc4)cc3[nH]2)cc1,24,-4,-23,-20,28*,3.4,11,36*,-9
Cc1cccc(OCCn2nnc3ccccc32)c1C,4,2,-10,-5,-12,-0.5,5,1,3
CCCCc1nnc(NC(=O)Cc2ccc(OC)c(S(=O)(=O)N3CCOCC3)c2)s1,0,3,0,5,10,1.8,-1,3,-2

# Reformatted with values under each structure: entries from further up.
# Below each SMILES: M5 antag | CHRM5 agonist | M5 PAM | CHRM4 PAM | CHRM1 antagonist | CRFBP-R2 agonist | CHRM4 agonist | M4 antag | CHRM1 PAM
Cc1cnc(NC(=O)COc2ccccc2Cl)s1
  8 | 0 | -3 | 3 | -3 | -1.2 | 0 | 5 | 7
COc1ccc(N(C)S(=O)(=O)c2cccc(C(=O)N3CCN(c4ccccc4)CC3)c2)cc1
  11 | 0 | -14 | -10 | 11 | 1.4 | 14 | -9 | -6
Cc1ccc(CN2CCN(/N=C/c3ccc(C)s3)CC2)c(C)c1
  -8 | -2 | -1 | 4 | -8 | -0.5 | -2 | -7 | -2
Cc1ccccc1C(=O)Nc1ccc(-c2nc3ccc(C(=O)c4ccccc4)cc3[nH]2)cc1
  24 | -4 | -23 | -20 | 28* | 3.4 | 11 | 36* | -9
Cc1cccc(OCCn2nnc3ccccc32)c1C
  4 | 2 | -10 | -5 | -12 | -0.5 | 5 | 1 | 3
CCCCc1nnc(NC(=O)Cc2ccc(OC)c(S(=O)(=O)N3CCOCC3)c2)s1
  0 | 3 | 0 | 5 | 10 | 1.8 | -1 | 3 | -2

# Later entries
SMILES,M5 antag,CHRM5 agonist,M5 PAM,CHRM4 PAM,CHRM1 antagonist,CRFBP-R2 agonist,CHRM4 agonist,M4 antag,CHRM1 PAM
Cc1csc(-c2ccc3cc(Cl)cc(Cl)c3n2)n1,-13,0,5,21*,-9,·,1,-12,5
Cc1csc2nc3ccccc3c(=O)n12,1,-6,4,-1,-3,0.1,1,2,3
CC(=O)n1cc([C@@H]2C=C(C(=O)O)O[C@H](OCc3ccc(CO)cc3)C2)c2ccccc21,-4,5,-3,2,10,-3.6,2,4,-8
N#Cc1c(N)c(C#N)c(-c2ccc3c(c2)OCO3)c2c1CCCC2,-18,-3,23*,39*,-12,-2.1,0,1,3
COc1ccc(CN2CCN(Cc3ccon3)CC2CCO)c(C)c1C (stereo not drawn),1,-2,9,0,2,-0.6,1,1,4
Cc1c(C(=O)NCCc2ccc(Cl)cc2)sc2nc3n(c(=O)c12)CCC3,23,-6,-8,-1,5,-4.2,5,9,2
N/C(CC(=O)Nc1ccc(F)cc1F)=N\OC(=O)c1cccs1,2,-5,-3,2,-10,-1.0,1,-15,0
O=C(NCc1ccc(Cl)cc1)c1cc2ccccc2oc1=O,9,0,1,2,-17,0.4,1,-7,11
COc1ccc(/C=C/C(=O)NC(=S)NNC(=O)c2cccs2)cc1,4,5,2,-4,9,0.0,3,7,-10
CC12CCC(=O)N1C(C(=O)Nc1ccc(F)cc1)CS2 (stereo not drawn),1,-3,-3,-1,1,-0.2,1,-3,0
COc1ccc(CCNC(=O)CSc2nc3[nH]ncc3c(=O)n2-c2ccc(Br)cc2)cc1OC,-8,-2,-1,-5,2,-0.8,0,-1,-4
CN(C)CC(C)(C)CNc1ccc(S(=O)(=O)N2CCCC2)cn1,18,-11,2,-3,4,0.1,1,-7,-7
O=P(O)(O)c1cc(-c2ccccc2)oc1-c1ccccc1,11,-4,1,2,-16,-0.1,1,2,12
c1ccc(-c2csc3ncnc(-n4cnc5ccccc54)c23)cc1,3,-3,3,9,-34,-3.7,0,-2,13
CCCN(Cc1ccccc1)C(=S)Nc1ccc(F)cc1,4,-8,-2,-3,-3,-0.6,0,-9,2
O=C(NCc1ccco1)c1cc(S(=O)(=O)N2CCOCC2)c(Cl)cc1Cl,0,-1,-2,-6,-1,2.6,1,8,-3
CCn1ccnc1CN1CCCC(C(=O)c2ccc3cc(OC)ccc3c2)C1 (stereo not drawn),17,-8,-9,-22,38,-0.5,8,19,-23
Cc1ccc(CNC(=O)/C(C#N)=C/c2ccc(C)s2)cc1,3,-7,-2,-1,0,-1.3,0,3,1
CCN(CC)c1ccc(S(=O)(=O)N2CCOCC2)cc1NC(=O)CSc1n[nH]c(N)n1,-2,-1,14,19,-14,-1.5,0,5,8
CCC(C)c1ccc(OCC(=O)Nc2ccc3c(c2)C(=O)NC3=O)cc1 (stereo not drawn),12,-1,-6,-3,1,-5.1,7,8,0
Cc1ccc(C(=O)NC(=S)NCc2ccccc2)cc1,1,-2,-6,-5,-8,-0.5,-1,-10,-4
S=c1[nH]nc(-c2ccco2)n1/N=C/C=C/c1ccco1,4,0,-2,7,-10,-4.9,0,-12,3
COc1cc(/C=C2/SC(=S)N(Cc3ccccc3)C2=O)ccc1O,11,23*,1,2,4,41,10,-6,1
CCCCOc1cccc(C(=O)NNC(=S)NC2CCCCC2)c1,1,0,-4,5,8,-0.5,3,1,-3
CC(=O)Nc1ccc(NC(=O)c2ccnn2C)cc1,18,-3,-9,-4,-13,-1.6,12,4,3
CC(C)(Oc1ccc(Cl)cc1)C(=O)Nc1ccc2oc(-c3ccncc3)nc2c1,5,-2,-6,-4,-14,1.5,1,3,-3
O=C(Cc1ccccc1)NC1CCCCC1,4,0,1,-2,-3,·,1,-9,5
CCc1ccccc1NC(=O)/C(=C/c1ccco1)c1ccccc1,6,0,-5,-2,-8,1.5,4,-2,-1
CCN1C(=O)C(Cc2nc3ccccc3c(=O)n2C)c2ccccc21 (stereo not drawn),-2,-4,7,18,-10,1.5,1,-3,8
O=C(c1nc2ncccn2n1)N1CCN(c2ccc(F)cc2)CC1,-10,-3,-7,-3,-24,1.6,0,3,0
CN(C)c1cccc(C(=O)Nc2cccc(S(=O)(=O)NC3=NCCC3)c2)c1,-2,-1,1,5,-5,-1.1,2,-1,-5
OCC[C@H]1C[C@@H](O)[C@H](O)[C@]2(Cc3ccccc3O2)O1,8,4,-2,1,1,1.6,1,7,8
CON(C)c1nc(OCC#N)nc(N(C)C)n1,7,-2,3,13,-2,0.7,1,5,3
Cc1ccc(C2CC(=O)NC(SCC(=O)OCc3ccccc3)=C2C#N)o1 (stereo not drawn),-1,-8,7,8,-50,-2.9,2,-4,14
COC(=O)c1ccccc1NC(=S)NC(NC(=O)COc1ccccc1)C(Cl)(Cl)Cl (stereo not drawn),-7,-7,-5,0,-5,-5.3,0,-4,3
Cc1cc(NC(=O)CSc2nnc(NC(=O)C3CC(=O)N(c4ccccc4)C3)s2)no1 (stereo not drawn),0,-1,-1,8,9,0.7,1,-7,-5
CCOC(=O)C1CCCN(C(=O)c2cc3ccccc3oc2=O)C1 (stereo not drawn),-6,-2,4,-1,-8,2.0,1,11,0
Cc1cc(-c2ccccc2)[nH]c(=O)c1C#N,0,-2,-1,14,-8,0.6,1,-3,2
Cc1ccc(NCC(=O)N/N=C/c2cccn2C)cc1,10,-4,-3,-3,-6,2.1,0,6,8
O=C(COC(=O)COc1cccc(C(F)(F)F)c1)NC1CCS(=O)(=O)C1 (stereo not drawn),4,0,-2,9,-9,-0.2,1,-20,6

# Single values from the list.
# M5 antag result of CCOC(=O)C1CCCN(C(=O)c2cc3ccccc3oc2=O)C1 (stereo not drawn) : -6
# CHRM1 antagonist result of Cc1cc(-c2ccccc2)[nH]c(=O)c1C#N : -8
# CRFBP-R2 agonist result of OCC[C@H]1C[C@@H](O)[C@H](O)[C@]2(Cc3ccccc3O2)O1 : 1.6
# CHRM4 agonist result of O=C(COC(=O)COc1cccc(C(F)(F)F)c1)NC1CCS(=O)(=O)C1 (stereo not drawn) : 1
# CHRM5 agonist result of Cc1ccc(C2CC(=O)NC(SCC(=O)OCc3ccccc3)=C2C#N)o1 (stereo not drawn) : -8

# Single records, from the list above.
# Shown for Cc1ccc(C2CC(=O)NC(SCC(=O)OCc3ccccc3)=C2C#N)o1 (stereo not drawn) = M5 antag: -1; CHRM5 agonist: -8; M5 PAM: 7; CHRM4 PAM: 8; CHRM1 antagonist: -50; CRFBP-R2 agonist: -2.9; CHRM4 agonist: 2; M4 antag: -4; CHRM1 PAM: 14
# Shown for Cc1cc(-c2ccccc2)[nH]c(=O)c1C#N = M5 antag: 0; CHRM5 agonist: -2; M5 PAM: -1; CHRM4 PAM: 14; CHRM1 antagonist: -8; CRFBP-R2 agonist: 0.6; CHRM4 agonist: 1; M4 antag: -3; CHRM1 PAM: 2

# Going on with the list.
SMILES,M5 antag,CHRM5 agonist,M5 PAM,CHRM4 PAM,CHRM1 antagonist,CRFBP-R2 agonist,CHRM4 agonist,M4 antag,CHRM1 PAM
COc1ccc(C(=O)NCC2(c3ccc(OC)c(OC)c3)CCCC2)c(OC)c1,23,-3,-3,-4,-8,0.3,1,21,13
COc1ccc(Cl)cc1NC(=O)C(C)N1CCN(C/C=C/c2ccccc2)CC1 (stereo not drawn),-2,-5,-5,-1,4,0.1,2,-3,-5
CCOC(=O)C1=C(O)C(=O)N(CCCn2ccnc2)C1c1ccc(C)cc1 (stereo not drawn),0,-1,5,16,-8,2.9,0,4,20
Cc1nc(S/C(C(=O)O)=C2/C(=O)Nc3ccccc32)n[nH]1,-8,5,11,-3,-13,0.0,1,-1,16
CC(C)C(c1nnnn1C1CCCC1)N1CCCc2ccccc21 (stereo not drawn),1,-5,-3,12,-12,-0.7,-4,0,6
Cc1cc(-c2ccccc2)nc(N/N=C/c2ccc(O)cc2O)n1,8,-4,-13,-9,8,-0.3,11,3,-10
COc1ccc(Cl)cc1C=CC=Nc1ccccc1O,6,-10,-12,0,-10,5.0,4,-6,-6
Cc1cc(C)c(NC(=S)N(CCN(C)C)Cc2cccs2)c(C)c1,6,-1,2,15,-7,-0.9,2,-5,13
COc1cccc(/C=C/C(=O)OCCN2C(=O)c3ccccc3C2=O)c1,4,0,-10,-7,-9,-2.6,14,-17,-3
Cc1ccc(NC(=O)c2cc(S(=O)(=O)N3CCOCC3)cn2C)cc1F,-4,-3,1,0,-8,2.0,2,-22,3

# Compound activity from PubChem BioAssay.
